BRCA1 expr up: increases BRCA1 expression; 1.1% of 380,000 active; AID 624202; Potency, µM (series often up to 46.1 µM), for inactives: top-dose activation, actives largely listed as activators; MCF7-BRCA1-FFLuc reporter, luminescence, 48 h; response scale: scaled: vehicle 0%, 10 µM genistein 100%; note: nearly all actives have a fitted effect of over 80% in size; some results filed as inactive show a strong effect at the top dose
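MCF7-BRCA1-FFLuc, 2000 cells/well; 2 h attach, 37 °C/5% CO2; compound 48 h; luciferase substrate 15 min; luminescence end-point. Norm. to genistein 10 microM max activation and DMSO; concentration-response curves fitted.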
uPA generation: blocks generation of uPA at the cell surface; cell surface uPA generation assay, qHTS; Potency, µM (highest dose often 38.3 µM), for inactives: at the highest dose activity change, negative = inhibition, most hits filed as inhibitors; 0.31% of 330,000 active; AID 540303; active = well fitted inhibition curve with a large enough effect; inconclusive = small, poorly fitted or top-dose-only effect; inactive = no such curve, though single readings can be large or run the other way; tested in mouse RAW 264.7 cells; note: % is set by controls: 0 for no effect and ±100 for the full control effect; nearly all actives have a fitted effect of over 55% in size
MLL CXXC-DNA inh: inhibitors of human MLL CXXC domain-DNA interaction. MLL-CXXC / FITC-HOXA9 DNA fluorescence polarization. AID 2662. Q03164. Potency, µM (top dose mostly 115 µM), for the others: top-dose activity change, negative = inhibition, most hits filed as inhibitors. 0.037% of 290,000 active; active = well fitted inhibition curve with a large enough effect in the polarisation, with a control signal flat, not every such curve was filed as active; inconclusive = small, poorly fitted or top-dose-only effect, or effect the other way, or a change in a side signal; inactive = no such curve, though single readings can be large or run the other way; the % refers to the polarisation
Target sequence (Q03164 whole entry, looked up, the tested form may be a part): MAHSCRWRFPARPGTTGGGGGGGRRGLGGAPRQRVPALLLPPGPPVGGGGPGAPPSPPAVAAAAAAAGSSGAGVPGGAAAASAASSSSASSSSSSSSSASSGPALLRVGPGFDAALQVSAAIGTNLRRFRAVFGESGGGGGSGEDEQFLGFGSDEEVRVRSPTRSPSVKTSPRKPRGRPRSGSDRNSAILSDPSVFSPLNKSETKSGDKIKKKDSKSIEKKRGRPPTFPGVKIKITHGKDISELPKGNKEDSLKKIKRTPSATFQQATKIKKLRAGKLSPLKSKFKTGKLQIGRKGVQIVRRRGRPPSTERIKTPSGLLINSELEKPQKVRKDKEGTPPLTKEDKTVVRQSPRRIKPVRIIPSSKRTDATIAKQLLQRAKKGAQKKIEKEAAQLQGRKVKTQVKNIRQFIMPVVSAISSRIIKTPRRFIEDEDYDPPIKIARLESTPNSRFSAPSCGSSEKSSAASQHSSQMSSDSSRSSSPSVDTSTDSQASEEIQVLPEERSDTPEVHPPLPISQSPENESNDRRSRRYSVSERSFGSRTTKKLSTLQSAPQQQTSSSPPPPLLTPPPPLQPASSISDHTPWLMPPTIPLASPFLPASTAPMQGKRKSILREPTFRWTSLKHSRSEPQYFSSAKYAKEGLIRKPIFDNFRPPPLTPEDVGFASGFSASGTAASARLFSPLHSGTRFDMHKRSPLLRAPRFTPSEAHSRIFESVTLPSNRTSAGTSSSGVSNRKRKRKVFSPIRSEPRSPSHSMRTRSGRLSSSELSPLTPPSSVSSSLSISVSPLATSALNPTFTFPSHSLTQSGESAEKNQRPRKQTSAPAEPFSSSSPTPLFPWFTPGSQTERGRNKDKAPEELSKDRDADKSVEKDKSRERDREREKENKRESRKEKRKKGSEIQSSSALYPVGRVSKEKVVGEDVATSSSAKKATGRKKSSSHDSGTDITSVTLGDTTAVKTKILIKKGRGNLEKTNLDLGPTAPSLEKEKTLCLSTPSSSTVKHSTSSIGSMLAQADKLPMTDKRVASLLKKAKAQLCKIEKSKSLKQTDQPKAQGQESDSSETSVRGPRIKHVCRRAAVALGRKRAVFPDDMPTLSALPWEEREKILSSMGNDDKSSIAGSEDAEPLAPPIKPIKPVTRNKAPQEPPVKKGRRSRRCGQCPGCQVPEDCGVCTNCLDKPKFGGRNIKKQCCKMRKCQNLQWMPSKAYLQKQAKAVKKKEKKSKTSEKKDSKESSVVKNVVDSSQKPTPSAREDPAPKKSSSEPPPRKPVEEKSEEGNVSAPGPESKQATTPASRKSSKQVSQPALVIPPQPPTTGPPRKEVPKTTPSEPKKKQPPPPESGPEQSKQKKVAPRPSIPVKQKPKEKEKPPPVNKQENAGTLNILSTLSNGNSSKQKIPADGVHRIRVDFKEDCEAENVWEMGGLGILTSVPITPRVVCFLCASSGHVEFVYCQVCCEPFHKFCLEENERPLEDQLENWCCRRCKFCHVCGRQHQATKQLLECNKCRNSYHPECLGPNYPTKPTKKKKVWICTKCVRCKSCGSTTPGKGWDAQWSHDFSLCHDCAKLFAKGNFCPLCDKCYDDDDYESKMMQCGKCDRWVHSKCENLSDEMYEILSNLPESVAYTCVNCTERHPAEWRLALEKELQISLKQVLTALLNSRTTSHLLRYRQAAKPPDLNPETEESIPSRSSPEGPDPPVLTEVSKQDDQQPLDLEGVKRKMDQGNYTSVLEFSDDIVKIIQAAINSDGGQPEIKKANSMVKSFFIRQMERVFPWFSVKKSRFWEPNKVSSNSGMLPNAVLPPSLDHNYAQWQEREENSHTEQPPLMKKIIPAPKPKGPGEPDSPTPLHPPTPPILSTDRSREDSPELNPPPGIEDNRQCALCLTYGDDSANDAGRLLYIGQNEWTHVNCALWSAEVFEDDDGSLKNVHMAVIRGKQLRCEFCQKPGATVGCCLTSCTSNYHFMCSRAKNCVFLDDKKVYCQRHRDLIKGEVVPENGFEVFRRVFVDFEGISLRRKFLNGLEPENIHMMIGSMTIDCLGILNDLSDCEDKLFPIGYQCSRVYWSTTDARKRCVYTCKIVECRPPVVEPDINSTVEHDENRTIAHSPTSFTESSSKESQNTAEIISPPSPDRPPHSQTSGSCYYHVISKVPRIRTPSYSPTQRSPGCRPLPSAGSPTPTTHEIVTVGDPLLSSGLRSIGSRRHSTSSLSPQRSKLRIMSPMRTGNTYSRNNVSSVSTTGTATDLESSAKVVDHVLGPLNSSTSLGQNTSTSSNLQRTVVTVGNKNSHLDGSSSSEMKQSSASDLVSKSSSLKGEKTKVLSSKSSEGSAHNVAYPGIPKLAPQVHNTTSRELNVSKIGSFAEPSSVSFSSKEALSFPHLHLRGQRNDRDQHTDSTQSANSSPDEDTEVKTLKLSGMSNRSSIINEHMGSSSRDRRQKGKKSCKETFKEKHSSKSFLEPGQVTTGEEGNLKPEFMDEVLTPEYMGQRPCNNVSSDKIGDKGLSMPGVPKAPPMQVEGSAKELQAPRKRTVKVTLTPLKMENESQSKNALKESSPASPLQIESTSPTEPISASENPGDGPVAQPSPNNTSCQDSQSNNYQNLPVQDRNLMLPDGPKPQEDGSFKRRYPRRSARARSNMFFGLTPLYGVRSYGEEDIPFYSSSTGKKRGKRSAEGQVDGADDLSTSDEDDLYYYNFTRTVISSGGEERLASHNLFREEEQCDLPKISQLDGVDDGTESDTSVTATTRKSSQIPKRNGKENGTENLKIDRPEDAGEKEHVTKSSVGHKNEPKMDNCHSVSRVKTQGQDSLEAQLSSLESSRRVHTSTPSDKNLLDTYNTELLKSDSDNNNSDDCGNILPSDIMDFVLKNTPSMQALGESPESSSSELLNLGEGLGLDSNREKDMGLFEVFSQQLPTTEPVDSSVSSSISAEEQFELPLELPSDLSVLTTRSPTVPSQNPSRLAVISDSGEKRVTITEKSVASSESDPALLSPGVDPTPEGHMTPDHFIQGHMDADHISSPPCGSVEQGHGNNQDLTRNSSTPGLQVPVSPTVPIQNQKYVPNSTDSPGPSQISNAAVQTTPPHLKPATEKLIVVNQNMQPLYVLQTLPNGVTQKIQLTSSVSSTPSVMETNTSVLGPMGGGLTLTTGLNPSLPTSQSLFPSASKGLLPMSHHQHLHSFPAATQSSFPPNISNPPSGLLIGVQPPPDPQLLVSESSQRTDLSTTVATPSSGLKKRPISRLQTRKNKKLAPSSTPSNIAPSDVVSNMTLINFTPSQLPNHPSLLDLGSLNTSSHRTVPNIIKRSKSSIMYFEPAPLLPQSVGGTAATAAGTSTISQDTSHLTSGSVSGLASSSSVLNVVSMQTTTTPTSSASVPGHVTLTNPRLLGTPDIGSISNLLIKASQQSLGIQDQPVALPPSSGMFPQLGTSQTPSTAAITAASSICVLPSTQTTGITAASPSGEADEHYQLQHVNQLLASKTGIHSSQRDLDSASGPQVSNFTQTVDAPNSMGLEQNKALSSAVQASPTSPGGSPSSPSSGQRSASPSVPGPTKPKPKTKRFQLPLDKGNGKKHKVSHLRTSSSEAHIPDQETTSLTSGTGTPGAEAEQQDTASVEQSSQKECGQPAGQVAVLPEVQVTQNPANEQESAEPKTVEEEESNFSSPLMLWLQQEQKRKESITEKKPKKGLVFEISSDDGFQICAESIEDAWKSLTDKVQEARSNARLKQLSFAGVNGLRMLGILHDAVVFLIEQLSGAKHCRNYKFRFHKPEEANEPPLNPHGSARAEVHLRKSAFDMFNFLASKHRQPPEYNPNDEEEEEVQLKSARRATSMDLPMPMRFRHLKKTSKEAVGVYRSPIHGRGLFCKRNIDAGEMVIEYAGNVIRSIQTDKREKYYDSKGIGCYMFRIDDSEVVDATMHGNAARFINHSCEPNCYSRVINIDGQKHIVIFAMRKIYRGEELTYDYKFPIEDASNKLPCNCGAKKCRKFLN
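Fluorescence polarization: 7 uM MLL-CXXC (stock) preincubated 5 min with compounds, then 50 nM fluorescein-HOX-A9 DNA (stock) added; 30 min ambient. Buffer 50 mM Tris-HCl pH 7.5, 50 mM NaCl, 1 mM DTT, 0.05% BSA.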
Rab9 prom act: Rab9 promoter activation; Potency, µM (doses to about 9.22 µM), without a hit: at the top dose activation, negative = inhibition, actives largely listed as activators; Huh7 Rab9 promoter-luciferase reporter, luminescence, 24 h; 2.8% of 320,000 active; note: % of control where 0% means no effect; nearly all actives have a fitted effect of over 60% in size
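Steps: seed 1500 Huh7 Rab9-luc cells per well, rest 2 h at 37 °C; add compound in DMSO; incubate 24 h; add luciferase reagent, 10 min ambient; read luminescence.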
Gal4-VP16 FLuc: counter-screen for ROR gamma inhibitors: Gal4-VP16 reporter; Potency, µM (highest dose often 53.6 µM), inactives show top-dose activity, negative = inhibition, usual class: inhibitors; 3.5% of 310,000 active; Drosophila S2 Gal4-VP16 UAS-luciferase, luminescence, 20 h; AID 2546;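 note: Gal4-VP16 expression switched on by copper sulfate through the metallothionein promoter; % is set by controls: 0 for no effect and ±100 for the full control effect; nearly all actives have a fitted effect of over 50% in size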
FLuc counter: firefly luciferase modulation, counter-screen for miR-21 project. purified FLuc, Km substrates, luminescence inhibition. Potency, µM (top dose mostly 57.5 µM), without a hit: top-dose activity change, negative = inhibition, hits mostly inhibitors. 6.9% of 360,000 active. AID 588342;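 note: plate controls were vehicle for no effect and reference inhibitor for full effect; nearly all actives have a fitted effect of over 55% in size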
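Biochemical qHTS of compounds, final roughly 60 µM downward over six points, against 10 nM purified firefly luciferase using Km concentrations of substrates (10 uM D-luciferin, 10 uM ATP) in Tris acetate pH 7.5 buffer; luminescence output.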
NPC1 promoter act: activators of NPC1 promoter. Huh7 NPC1 promoter luciferase reporter, 24 h. Potency, µM (series often up to 9.22 µM), inactives show at the highest dose activation, most hits filed as activators. 2.4% of 320,000 active. AID 485313;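 note: % of control where 0% means no effect; nearly all actives have a fitted effect of over 60% in size; reporter is driven by a mutant NPC1 promoter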
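Luminescence read-out of NPC1 promoter-driven luciferase in stably transfected Huh7 cells; compounds delivered in DMSO and left 24 h at 37C, 5% CO2, qHTS titration format.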
ELG1 genotox: induces genotoxicity in HEK293T cells with luciferase-tagged ELG1; HEK293T ELG1-luciferase reporter, luminescence, 16 h; Potency, µM (series often up to 46 µM), inactives show at the highest dose activity change, positive = activation, actives largely listed as activators; 1.3% of 330,000 active; note: % of control where 0% means no effect; nearly all actives have a fitted effect of over 60% in size
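Reporter readout depends on ELG1 protein level, which increases with genetic stress. After 16 hr compound exposure at 37 °C, luciferase activity was quantified using ONE-Glo.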
MBNL1 CUG block: inhibitors of human MBNL1 binding to CUG repeat RNA; Potency, µM (highest dose often 57.5 µM), inactives show at the top dose activity change, negative = inhibition, most hits filed as inhibitors; AID 2675; Q9NR56; 0.036% of 280,000 active; TR-FRET MBNL1-His/biotin-(CUG)12 binding, 665/545 ratio; active = well fitted inhibition curve with a large enough effect in the signal ratio, with a control signal flat, not every such curve was filed as active; inconclusive = small, poorly fitted or top-dose-only effect, or effect the other way, or a change in a side signal; inactive = no such curve, though single readings can be large or run the other way; the % refers to the signal ratio; note: % is set by controls: 0 for no effect and ±100 for the full control effect
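His-tagged MBNL1 binding to biotinylated (CUG)12 RNA was measured by TR-FRET using terbium anti-His antibody (0.055 ng/ul final) and streptavidin-XL665 (5 nM final). Compounds were titrated 92 nM to 58 uM; 60 min at room temperature.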
p53 reactivator: mutant p53 re-activation in reporter cells; H1299 p53-A138V BP100-luciferase reporter, luminescence, 24 h; Potency, µM (titrated, usually from 92.2 µM), for the others: at the highest dose activity change, positive = activation, hits mostly activators; AID 504706; 0.063% of 320,000 active; note: % of control where 0% means no effect; nearly all actives have a fitted effect of over 45% in size
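H1299 (p53-null), stable ts p53-A138V + BP100-Luc; 1000 cells/well, Opti-MEM/10% FBS; cpd 4 pt, 1:5; 24 h, 37 deg C, 5% CO2; detection reagent 10 min RT; luminescence.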
RORg inh: ROR gamma (mouse) transcription inhibition; Drosophila S2 Gal4-RORgamma UAS-luciferase reporter, 20 h; Potency, µM (top dose mostly 53.6 µM), inactives show at the top dose activity change, negative = inhibition, most hits filed as inhibitors; 5.4% of 310,000 active; note: % is set by controls: 0 for no effect and ±100 for the full control effect; nearly all actives have a fitted effect of over 60% in size
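Luminescence from a UAS-regulated Photinus luciferase reporter in stably transfected Drosophila Schneider cells is measured; decreased signal marks ROR gamma inhibition. Fusion expression is induced by 700 uM copper sulfate for 20 hr.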
Numbers without * were called inactive; ? = inconclusive; · = no result given; [ ] = another dose, or the depositor's remark. Unless noted, calls come from the whole dose curve; as a rule, active = well fitted curve in the direction sought with a large enough effect; inconclusive = small, poorly fitted or top-dose-only effect, or another doubt; inactive = no such curve, though single readings can be large; an effect the other way counts as inactive or inconclusive. Potency is the fitted concentration of half-maximal effect. This is a subset; rates above refer to the full screens.

SMILES	BRCA1 expr up	uPA generation	MLL CXXC-DNA inh	Rab9 prom act	Gal4-VP16 FLuc	FLuc counter	NPC1 promoter act	ELG1 genotox	MBNL1 CUG block	p53 reactivator	RORg inh
O=C(NCc1ccc2c(c1)OCO2)C(=O)NCC1OCCN1S(=O)(=O)c1ccc(Br)cc1 (stereo not given)	-21%	-1%	?	-2%	-13%	2%	-4%	-20%	2%	0%	?
COc1ccccc1Nc1nc(N)nc(CSCCO)n1	10%	-2%	7%	-8%	2%	-1%	0%	-2%	0%	-14%	0%
COc1ccc(-c2ccc(-c3nnc(Cc4ccc(OC)c(OC)c4)o3)cc2)cc1	-2%	·	3%	10%	-6%	-1%	19%	-6%	-5%	-2%	8%
CCN(c1ccccc1)S(=O)(=O)c1cc(C(=O)Nc2ccccc2Cl)ccc1F	-43%	-11%	10%	-4%	?	4%	-4%	-2%	-2%	1%	35%
CC(=O)c1sc(NC(=O)c2cnc(Cl)c(Cl)c2)nc1C	36%	-8%	0%	-4%	-11%	?	3%	?	13%	?	?
Cc1ccc2oc(C(=O)N3CCN(Cc4ncccc4C)CC3)c(C)c2c1	-20%	17%	5%	2%	?	-2%	-1%	0%	-25%	-3%	0%
Cc1ccc(C(=O)OCC(=O)c2cc(C)n(CC3CCCO3)c2C)cc1 (stereo not given)	?	-3%	4%	2.2µM*	3%[10 µM]	4.3µM*	2.2µM*	?	0%	22%	?
O=C(NCCc1ccccc1Cl)C1CCN(S(=O)(=O)c2cccs2)CC1	-2%	-8%	9%	11%	-9%	-4%	2%	-3%	-8%	-1%	23%
CCOC(=O)c1ccc(Oc2nc(NC)nc(OC)n2)cc1	0%	4%	9%	-7%	-1%	0%	0%	14%	-6%	-3%	3%
Cc1ccc2[nH]c(=O)c(CN(CC3CCCO3)C(=S)NCc3ccco3)cc2c1 (stereo not given)	-24%	-4%	14%	-1%	-9%	2%	1%	1%	·	-4%	?
Cc1cc2c(c(=O)n1Cc1cccnc1)C(c1ccc(F)cc1)C(C#N)=C(N)O2 (stereo not given)	-10%	-1%	-7%	2%	-7%	-1%	-6%	-3%	-1%	-9%	28%
CC(NC(=O)C1CCCN(S(=O)(=O)c2cnc[nH]2)C1)c1ccccc1 (stereo not given)	8%	9%	-9%	-6%	0%	1%	1%	0%	-4%	-2%	-4%
OCCC1CN(Cc2ccc3c(c2)CCO3)CCN1C1CCCC1 (stereo not given)	0%	0%	0%	3%	-7%	-10%	0%	-3%	-10%	18%	2%
COc1ccc(-c2nc3ncccn3c2Br)cc1	26%	?	8%	2.5µM*	7%	15µM*	?	?	?	12%	18%
O=C(C1CC1)N1CCC(c2nc(-c3ccc(S(=O)(=O)N4CCCC4)cc3)no2)CC1	-66%	0%	-12%	2%	-4%	2%	-3%	-8%	1%	2%	17%

Whole records, looked up by structure. Order of values: BRCA1 expr up, uPA generation, MLL CXXC-DNA inh, Rab9 prom act, Gal4-VP16 FLuc, FLuc counter, NPC1 promoter act, ELG1 genotox, MBNL1 CUG block, p53 reactivator, RORg inh
Record of Cc1cc2c(c(=O)n1Cc1cccnc1)C(c1ccc(F)cc1)C(C#N)=C(N)O2 (stereo not given) → -10%, -1%, -7%, 2%, -7%, -1%, -6%, -3%, -1%, -9%, 28%
Record of O=C(NCc1ccc2c(c1)OCO2)C(=O)NCC1OCCN1S(=O)(=O)c1ccc(Br)cc1 (stereo not given) → -21%, -1%, ?, -2%, -13%, 2%, -4%, -20%, 2%, 0%, ?

Next section.
SMILES	BRCA1 expr up	uPA generation	MLL CXXC-DNA inh	Rab9 prom act	Gal4-VP16 FLuc	FLuc counter	NPC1 promoter act	ELG1 genotox	MBNL1 CUG block	p53 reactivator	RORg inh
COCCOCC(O)CN1CCN(c2ccccc2)CC1 (stereo not given)	-11%	5%	7%	1%	-11%	1%	6%	0%	-2%	8%	-4%
COc1cccc(CNC(=O)C2CCN(S(=O)(=O)N3CCCCC3)CC2)c1	-10%	·	-1%	8%	-13%	0%	-1%	0%	-9%	6%	1%
CC(C)(C)NC(=O)NC(=O)CN1CCN(c2ccc(O)cc2)CC1	-22%	-3%	-6%	-10%	?	-2%	-18%	-8%	15%	2%	4%
Cc1ccc(N(C(=O)CS(=O)CC(=O)Nc2ccc(F)cc2)C(C(=O)NC2CCCCC2)c2ccco2)cc1 (stereo not given)	-45%	1%	-29%	2%	?	2%	-3%	?	?	-1%	32%
S=C1NC2(CCCCC2)N=C1c1ccccc1	23%	-3%	-3%	-2%	3.5µM*	-10%	-2%	0%	·	9%	3.2µM*
O=C(Cn1cnc([N+](=O)[O-])n1)N/N=C/c1cccc2ccccc12	-25%	0%	14%	-1%	-1%	0%	-2%	1%	?	-8%	-52%
CCOC(=O)c1nn(-c2ccccc2)cc1O	?	-13%	-4%	?	-10%	?	?	?	4%	10%	-9%

Entries above that have four or more nitrogen atoms, in the order listed:
SMILES	BRCA1 expr up	uPA generation	MLL CXXC-DNA inh	Rab9 prom act	Gal4-VP16 FLuc	FLuc counter	NPC1 promoter act	ELG1 genotox	MBNL1 CUG block	p53 reactivator	RORg inh
COc1ccccc1Nc1nc(N)nc(CSCCO)n1	10%	-2%	7%	-8%	2%	-1%	0%	-2%	0%	-14%	0%
CCOC(=O)c1ccc(Oc2nc(NC)nc(OC)n2)cc1	0%	4%	9%	-7%	-1%	0%	0%	14%	-6%	-3%	3%
Cc1cc2c(c(=O)n1Cc1cccnc1)C(c1ccc(F)cc1)C(C#N)=C(N)O2 (stereo not given)	-10%	-1%	-7%	2%	-7%	-1%	-6%	-3%	-1%	-9%	28%
CC(NC(=O)C1CCCN(S(=O)(=O)c2cnc[nH]2)C1)c1ccccc1 (stereo not given)	8%	9%	-9%	-6%	0%	1%	1%	0%	-4%	-2%	-4%
O=C(C1CC1)N1CCC(c2nc(-c3ccc(S(=O)(=O)N4CCCC4)cc3)no2)CC1	-66%	0%	-12%	2%	-4%	2%	-3%	-8%	1%	2%	17%
CC(C)(C)NC(=O)NC(=O)CN1CCN(c2ccc(O)cc2)CC1	-22%	-3%	-6%	-10%	?	-2%	-18%	-8%	15%	2%	4%
O=C(Cn1cnc([N+](=O)[O-])n1)N/N=C/c1cccc2ccccc12	-25%	0%	14%	-1%	-1%	0%	-2%	1%	?	-8%	-52%

Screening results (PubChem)
